Assay outcomes deposited in PubChem BioAssay by Sanford-Burnham Center for Chemical Genomics.
CHOP UPR activ – apoptotic UPR (CHOP) activation; 0.34% of 330,000 active; activation, % at 10 µM; AID 449763; CHO-CHOP luciferase reporter, luminescence; percent of tunicamycin response over DMSO baseline;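 active means at 10 µM dose, activation of 40% or more, normalized to positive control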;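 further: 100% = tunicamycin at 10 µg/mL and 0% = DMSO alone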
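Material: CHO-CHOP cells, stable luciferase reporter of PERK-eIF2a-CHOP signalling; quantity: 500 reporter cells seeded per well; buffer or medium: F12 medium containing 10% fetal bovine serum; compound: one dose, 10 µM in 0.5% DMSO; incubation: 6 h compound treatment, 37 °C; measured by: Steady-Glo luciferase luminescence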
tim23-1 inh – inhibits growth of tim23-1 mutant yeast; S. cerevisiae tim23-1 growth, BacTiter-Glo luminescence, 24 h; inhibition, % at 20 µM; 1.3% of 330,000 active; AID 463212;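 active means growth inhibition of the mutant yeast at or above 50%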;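 further: temperature-sensitive mutant grown at 25 °C; plate controls were DMSO-treated mutant yeast for no effect and medium wells lacking yeast for full effect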
Jurkat NFkB inh – lowers PMA/ionomycin-induced NF-kB signal in Jurkat cells; PMA/ionomycin-induced NF-kB luciferase reporter, luminescence; inhibition, % at 4 µM; 0.53% of 330,000 active; in the data active means inhibition above about 50%
Mdm2-MdmX inh – inhibitors of human Mdm2/MdmX interaction. O15151+Q00987. SaOS-2 split-luciferase Mdm2/MdmX complementation, luminescence. inhibition, % at 8 µM. 3% of 330,000 active;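 active means inhibition of at least 50% at 8 µM in the primary screen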
Target sequence (O15151 whole entry, looked up): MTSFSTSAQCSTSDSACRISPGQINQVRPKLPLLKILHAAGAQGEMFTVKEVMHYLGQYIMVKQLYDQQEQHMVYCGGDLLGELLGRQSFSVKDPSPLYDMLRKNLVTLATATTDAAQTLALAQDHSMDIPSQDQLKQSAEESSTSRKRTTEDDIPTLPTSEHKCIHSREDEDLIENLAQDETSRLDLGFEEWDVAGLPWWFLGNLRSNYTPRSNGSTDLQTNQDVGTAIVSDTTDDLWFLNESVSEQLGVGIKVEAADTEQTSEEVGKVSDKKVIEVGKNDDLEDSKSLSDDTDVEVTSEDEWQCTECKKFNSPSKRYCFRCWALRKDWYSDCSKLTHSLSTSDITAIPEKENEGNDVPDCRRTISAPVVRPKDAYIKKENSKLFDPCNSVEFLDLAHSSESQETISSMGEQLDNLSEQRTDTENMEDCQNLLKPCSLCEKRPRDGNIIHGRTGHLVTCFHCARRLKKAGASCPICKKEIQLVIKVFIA
Target sequence (Q00987 whole entry, looked up): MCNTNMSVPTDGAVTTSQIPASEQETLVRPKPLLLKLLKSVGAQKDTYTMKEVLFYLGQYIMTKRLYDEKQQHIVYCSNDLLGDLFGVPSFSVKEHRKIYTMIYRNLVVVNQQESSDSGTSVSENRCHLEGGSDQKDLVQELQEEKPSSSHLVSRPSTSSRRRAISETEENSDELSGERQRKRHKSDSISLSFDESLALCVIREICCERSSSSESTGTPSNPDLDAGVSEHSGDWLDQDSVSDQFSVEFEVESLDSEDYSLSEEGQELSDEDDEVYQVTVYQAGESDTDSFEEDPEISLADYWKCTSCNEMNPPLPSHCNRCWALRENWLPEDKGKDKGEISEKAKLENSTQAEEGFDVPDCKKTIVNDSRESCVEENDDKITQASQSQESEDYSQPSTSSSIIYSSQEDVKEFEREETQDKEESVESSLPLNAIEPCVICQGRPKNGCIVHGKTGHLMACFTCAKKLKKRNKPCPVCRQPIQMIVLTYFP
697 NFkB inh – lowers PMA/ionomycin-induced NF-kB signal in 697 B cells | inhibition, % at 4 µM | AID 435022 | 0.33% of 330,000 active | 697 B-cell NF-kB luciferase reporter, 16 h; in the data active means inhibition above about 35%
tim10-1 inh – tim10-1 yeast growth inhibition; inhibition, % at 20 µM; AID 463190; S. cerevisiae tim10-1 ts strain growth, BacTiter-Glo, 24 h; 2.2% of 330,000 active;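 active means inhibition of at least 40%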;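 further: mutant grown at 25 °C; 0% = DMSO wells with yeast and 100% = wells holding no yeast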
XBP1 UPR activ – activators of adaptive arm of unfolded protein response (XBP1); CHO-XBP1 luciferase reporter, IRE1-XBP1 UPR activation, luminescence; percent of tunicamycin response, DMSO as zero; activation, % at 20 µM; 0.33% of 330,000 active; AID 463104;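 active means versus positive control, 20 µM dose yields 30% or more activation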;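 further: 100% = tunicamycin at 10 µg/mL and 0% = DMSO only wells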
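Material: CHO-XBP1 cells stably carrying IRE1-XBP1-driven luciferase reporter / Amount: 1000 cells per well / Compound: 20 µM, 1% DMSO / Times: 6 h treatment, 37 °C / Detection: luciferase luminescence / Measure: % activation of reporter signal versus tunicamycin and DMSO controls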
TIM10 inh – inhibits growth of TIM10 yeast strain; AID 463195; S. cerevisiae TIM10 strain growth, BacTiter-Glo luminescence, 24 h; inhibition, % at 10 µM; 1.4% of 330,000 active;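 active means inhibition of 40% or more at the single tested concentration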;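 further: wild-type TIM10 isogenic control strain grown at permissive 25 °C; 0% = DMSO yeast wells and 100% = minimal medium wells without yeast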
An asterisk follows results filed as active; . = not tested or not shown.

SMILES	CHOP UPR activ	tim23-1 inh	Jurkat NFkB inh	Mdm2-MdmX inh	697 NFkB inh	tim10-1 inh	XBP1 UPR activ	TIM10 inh
CCC(C(=O)NC1CCCC1)N(C(=O)Cn1nnc(-c2ccc(C)o2)n1)c1ccc(F)cc1 (stereo not drawn)	1.3	-1	4	13	17	0	0	-4
O=C(NCCc1ccccc1F)C1CCCN1S(=O)(=O)c1ccc2ccccc2c1 (stereo not drawn)	1.6	34	-3	-5	11	34	1	34
OC(COc1cccc2ccccc12)CN1CCCC1 (stereo not drawn)	0.1	9	3	29	4	8	-1	12
CNC(=O)/C(=C\c1ccc2c(c1)OCO2)NC(=O)c1ccc(Br)cc1	-2.3	7	2	17	-13	14	-2	-16
O=C(N/N=C/c1ccc(OCc2ccc(F)cc2)cc1)c1ccccc1	3.5	4	-12	22	3	-19	0	2
Cc1oc(-c2cccc(Cl)c2)nc1CN(C)C1CCOC1 (stereo not drawn)	-2.6	16	-8	9	-12	4	-2	7
Oc1ccc(C(c2nnnn2C2CCCC2)N2CCc3ccccc3C2)cc1 (stereo not drawn)	0.8	33	-4	13	-5	25	1	19
CC(C)CN(CC(C)C)S(=O)(=O)c1cc([N+](=O)[O-])ccc1N1CCCCCC1	3.4	15	4	-12	-11	13	1	22
Cc1ccc(NS(=O)(=O)c2ccc3c(c2)c(=O)n(C)c(=O)n3C)cc1F	-1.2	21	-10	12	14	16	-2	-10
O=C(NCC(c1ccco1)N1CCN(c2ccccc2)CC1)c1cccs1 (stereo not drawn)	-0.9	29	7	-10	-1	11	1	4
CC(=O)c1cnc2ncnn2c1C	-1.2	7	-5	-14	12	3	-3	7
Cc1csc(NC(=O)CSc2ccc(-c3ccccn3)nn2)n1	0.8	-15	12	39	11	16	-2	-7
COc1ccc(N2C(=O)c3cc4ccccc4cc3C2=O)cc1	1.3	21	5	16	21	17	0	18
Cn1c(=O)c2c(SCC(=O)N3CCOCC3)nc(C3CCCCC3)nc2n(C)c1=O	1.8	13	-7	16	1	1	-1	10
Cc1ccc(NC(=O)CCS(=O)(=O)c2ccc3nc(C)sc3c2)cc1	-1.7	-1	3	12	11	-6	-2	-1
O=C(CN1CCN(c2ccccc2F)CC1)c1ccc(O)c(O)c1	108*	-6	27	19	-63	-16	49*	8
CCOC(=O)c1c2c([nH]c(=S)c1C#N)CCCC2	-0.1	14	-4	14	8	21	-2	10
CCN(CC)S(=O)(=O)c1ccc(C(=O)NCCN2C(=O)S/C(=C\c3cccnc3)C2=O)cc1	0.0	15	-2	-20	-13	-10	5	2
O=C(C1CCN(CC2CCCCC2)CC1)N1CCCC1	0.5	4	-6	-11	13	11	0	-10
COc1ccc(C)cc1NC(=O)COC(=O)c1ccc2c(c1)OCO2	4.9	6	1	27	5	5	-1	4

Printed as active in XBP1 UPR activ, among the entries above:
SMILES	Jurkat NFkB inh	Mdm2-MdmX inh	697 NFkB inh	XBP1 UPR activ	TIM10 inh
O=C(CN1CCN(c2ccccc2F)CC1)c1ccc(O)c(O)c1	27	19	-63	49*	8

Next structures follow.
SMILES	CHOP UPR activ	tim23-1 inh	Jurkat NFkB inh	Mdm2-MdmX inh	697 NFkB inh	tim10-1 inh	XBP1 UPR activ	TIM10 inh
Cc1ccc(NC(=O)CCSCCc2ccccn2)cc1	12	12	17	4	15	-3	-1	3
O=C(O[C@H]1[C@H](Cc2ccccc2)NS(=O)(=O)[C@H]2C[C@@H]3C=C[C@]12O3)c1ccc([N+](=O)[O-])cc1	-1.6	14	-5	2	17	10	-3	10
Cc1csc(NC(=O)CSc2nnc(C)s2)n1	0.6	6	-5	-19	17	12	1	-12
CCCCOc1ccc(C2CCC(C(C)=O)C(C)C2)cc1 (stereo not drawn)	6.4	11	-75	11	-67	20	0	0
CC(C)[N+](C)(C)CC(O)CN(c1ccccc1)c1ccccc1 (stereo not drawn)	-0.1	0	-20	-5	4	2	-1	-15
Nc1n[nH]c(CCCO)n1	-0.8	18	-4	12	-11	4	-1	2
CCCCN(C(=O)C1CC(=O)N(c2ccc3c(c2)OCCO3)C1)c1c(N)n(CCCC)c(=O)[nH]c1=O (stereo not drawn)	0.1	4	-8	0	0	-15	-3	0
COc1ccc(Cl)cc1NC(=O)CN1CCN(S(=O)(=O)c2ccc(F)cc2)CC1	0.1	2	-2	8	22	0	5	-14
O=C(Nc1nccs1)c1ccc2c(c1)OCO2	3.5	43	-77	-80	-71	2	1	26
CCCCNS(=O)(=O)c1ccc(NC(=O)Cc2ccc(OC)cc2)cc1	-3.5	29	2	16	-18	11	-2	11
CCc1cc(=O)[nH]c(SCc2cccnc2)n1	2.1	2	-12	1	17	3	-1	-4
COc1ccc(N(CC(=O)NN=C2CCCC2)S(=O)(=O)c2ccccc2)cc1	-1.5	11	4	-18	-2	7	-2	6
O=C(NC1CCCCC1)C1CCN(S(=O)(=O)c2cccc3nsnc23)CC1	-0.8	9	11	1	20	-1	-1	7
CCOc1ccc2[nH]cc(-c3csc(N)n3)c2c1	-0.3	10	-13	4	-7	12	-4	-2
O=C(O)CCc1nn2c3ccccc3nc2n(-c2ccccc2)c1=O	-1.7	0	4	14	15	-13	-3	4
COc1cc2[nH]c(=S)n(NC(=O)CC(C)C)c(=O)c2cc1OC	-1.6	20	-11	19	19	3	0	7
Cc1ccc(C(=O)NNC(=O)CSc2nc(N)cc(N)n2)cc1	0.5	11	14	-33	4	3	-1	-1
COC(=O)c1ccc2c(=O)n(-c3ccc(OC)cc3)c(=S)[nH]c2c1	-0.6	-10	3	3	-31	12	-3	-11
CCCn1cnnc1CNC(=O)C1CCC(=O)N(CCc2cccc(F)c2)C1 (stereo not drawn)	1.2	-6	-14	27	3	-10	-2	3
O=C(Nc1ccccc1)C1=C[C@H](c2csc3ccccc23)C[C@H](OCCCCO)O1	0.2	1	-13	4	7	1	1	-36
COC(=O)COc1ccc(S(=O)(=O)NCCC2=CCCCC2)cc1Cl	0.6	25	-2	3	10	35	-2	24
Cc1ccc(Cl)cc1NC(=O)Nn1cnnc1	1.8	13	-4	10	26	6	-6	7
CCCSc1ccc([C@@H]2[C@H]3C(=O)N(CC)C(=O)[C@H]3[C@]3(C(=O)OC)CCCCN23)cc1OC	-1.6	24	7	17	13	22	-1	12
Cc1c(NC(=O)Nc2cc(Cl)ccc2Cl)c(=O)n(-c2ccccc2)n1C	-0.7	3	5	-4	-22	-10	-2	14
COc1ccc(NC(=O)c2ccc(OCC3CCCO3)cc2)cc1OC (stereo not drawn)	4.4	4	-24	18	-5	18	2	9
COc1ccc(CCN2CN(S(=O)(=O)c3ccc(OC)cc3)c3nc4ccccc4nc32)cc1	3.8	23	8	11	4	18	5	17
O=S(=O)(Nc1ccccc1Cl)c1ccc(F)cc1	-0.6	27	-5	4	-7	26	-2	2
Cc1ccnc(N=O)c1	2.9	22	.	14	-5	-1	-2	-3
CCN1CCN(C(=O)/C=C/c2ccc3c(c2)OCO3)CC1	-0.4	8	-18	9	34	-16	-4	-2
CC(=O)c1ccc(S(=O)(=O)N2CCN(C(=O)c3ccc(-n4cncn4)c([N+](=O)[O-])c3)CC2)cc1	1.8	-2	-15	-17	17	-11	0	3
O=C(COC(=O)C1CCC1)Nc1cccc(Cl)c1	0.5	-13	-8	4	-18	-29	-1	-9
CC(C)Sc1nc2c(c(=O)n1-c1ccc(F)cc1)SCC2	-1.6	14	-17	-7	-44	5	-2	-16
Cc1ccc(CN2CCc3[nH]c(=S)[nH]c(=O)c3C2)cc1	2.0	-7	11	20	-4	0	-7	-10
Cc1ccc(CNC(=O)CCCOc2cc(=O)n(C)c3ccccc23)o1	-2.2	1	1	23	27	6	-1	4
CNC(=S)N/N=C/c1c(C)nn(-c2ccc(F)cc2)c1Cl	2.0	2	6	14	5	18	2	43*
Cc1ccc(CCNC(=O)CCc2nc3ccccc3[nH]2)cc1	1.9	5	-15	0	-8	7	-3	-1
CC(C)c1ccc(NC2CCCN(C(=O)c3ccoc3)C2)cc1 (stereo not drawn)	3.8	21	-7	-14	-21	8	-2	13
CCn1c(COc2cccc(C)c2)nnc1SCC(=O)Nc1cccc(C(=O)O)c1	0.3	-2	-14	8	6	-2	-1	-17
O=C(NC1CCCCC1)C12CC3CC(CC(Cl)(C3)C1)C2	0.5	25	22	-22	-24	24	0	-3
CCc1cccc(NC(=O)CS(=O)Cc2nc(-c3ccc(C)cc3)oc2C)c1 (stereo not drawn)	0.0	31	5	-6	12	47*	-2	26

14 entries already listed, arranged by number of heavy atoms, high to low:
SMILES	CHOP UPR activ	tim23-1 inh	Jurkat NFkB inh	Mdm2-MdmX inh	697 NFkB inh	tim10-1 inh	XBP1 UPR activ	TIM10 inh
CC(=O)c1ccc(S(=O)(=O)N2CCN(C(=O)c3ccc(-n4cncn4)c([N+](=O)[O-])c3)CC2)cc1	1.8	-2	-15	-17	17	-11	0	3
CCCSc1ccc([C@@H]2[C@H]3C(=O)N(CC)C(=O)[C@H]3[C@]3(C(=O)OC)CCCCN23)cc1OC	-1.6	24	7	17	13	22	-1	12
O=C(Nc1ccccc1)C1=C[C@H](c2csc3ccccc23)C[C@H](OCCCCO)O1	0.2	1	-13	4	7	1	1	-36
COc1ccc(Cl)cc1NC(=O)CN1CCN(S(=O)(=O)c2ccc(F)cc2)CC1	0.1	2	-2	8	22	0	5	-14
CC(C)CN(CC(C)C)S(=O)(=O)c1cc([N+](=O)[O-])ccc1N1CCCCCC1	3.4	15	4	-12	-11	13	1	22
O=C(N/N=C/c1ccc(OCc2ccc(F)cc2)cc1)c1ccccc1	3.5	4	-12	22	3	-19	0	2
O=C(O)CCc1nn2c3ccccc3nc2n(-c2ccccc2)c1=O	-1.7	0	4	14	15	-13	-3	4
O=C(CN1CCN(c2ccccc2F)CC1)c1ccc(O)c(O)c1	108*	-6	27	19	-63	-16	49*	8
Cc1csc(NC(=O)CSc2ccc(-c3ccccn3)nn2)n1	0.8	-15	12	39	11	16	-2	-7
Cc1oc(-c2cccc(Cl)c2)nc1CN(C)C1CCOC1 (stereo not drawn)	-2.6	16	-8	9	-12	4	-2	7
Cc1ccc(CN2CCc3[nH]c(=S)[nH]c(=O)c3C2)cc1	2.0	-7	11	20	-4	0	-7	-10
O=S(=O)(Nc1ccccc1Cl)c1ccc(F)cc1	-0.6	27	-5	4	-7	26	-2	2
O=C(Nc1nccs1)c1ccc2c(c1)OCO2	3.5	43	-77	-80	-71	2	1	26
Nc1n[nH]c(CCCO)n1	-0.8	18	-4	12	-11	4	-1	2

(further entries)
SMILES	CHOP UPR activ	tim23-1 inh	Jurkat NFkB inh	Mdm2-MdmX inh	697 NFkB inh	tim10-1 inh	XBP1 UPR activ	TIM10 inh
CC(=O)Nc1ccc(NC(=O)c2ccccc2Sc2ccc([N+](=O)[O-])cc2Cl)cc1	-2.2	-5	2	37	12	1	-3	11
CCCc1sc(N/N=C/c2ccccn2)nc1-c1ccc(F)cc1	20	-2	-14	69*	-22	-11	7	13
COc1ccccc1N(C(=O)c1csnn1)C(C(=O)NC1CCCC1)c1ccccc1 (stereo not drawn)	2.2	8	-1	2	7	12	-2	15
NC(=O)c1ccc(NS(=O)(=O)c2ccc(Br)s2)cc1	-1.2	-2	10	7	23	-21	-1	8
COc1ccc(C2CC(C(F)(F)F)n3nc(C(=O)O)cc3N2)cc1OC (stereo not drawn)	1.1	17	-3	14	28	5	-4	4
